HTRA1 inh: HTRA1 (human) protease inhibition; Q92743; recombinant HTRA1, FP-rhodamine activity-based probe, fluorescence polarization; inhibition, % at 5.96 µM; 0.5% of 340,000 active; AID 504803; in the data active = inhibition above about 36%;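 also: 0% = enzyme with DMSO and 100% = wells lacking enzyme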
TDP2 inh: blocks human TDP2 phosphodiesterase activity; O95551; 0.34% of 370,000 active; AID 720702; recombinant TDP2, T5PNP hydrolysis, p-nitrophenol absorbance 415 nm; inhibition, % at 12.8 µM;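 active = inhibition above the mean of all tested compounds plus 3 SD, set per campaign, cut at about 25% in these data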;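 also: 0% = DMSO with enzyme and 100% = buffer with substrate but no TDP2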
Target sequence (O95551 whole entry, looked up): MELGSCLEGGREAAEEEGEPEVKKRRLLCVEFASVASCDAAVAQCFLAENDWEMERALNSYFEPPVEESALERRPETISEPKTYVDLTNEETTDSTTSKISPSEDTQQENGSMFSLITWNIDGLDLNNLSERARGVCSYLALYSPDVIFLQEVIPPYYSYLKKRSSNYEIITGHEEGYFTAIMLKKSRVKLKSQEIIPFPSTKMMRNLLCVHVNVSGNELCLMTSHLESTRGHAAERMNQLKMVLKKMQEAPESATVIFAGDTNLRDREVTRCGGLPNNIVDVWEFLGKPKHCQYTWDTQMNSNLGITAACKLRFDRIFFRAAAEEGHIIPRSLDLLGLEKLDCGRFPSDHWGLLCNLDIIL
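System: recombinant human TDP2 / Amount: 120 nM TDP2 per well / Also added: 5 mM T5PNP chromogenic substrate / Doses: 12.8 µM single point, 1% DMSO / Incubation: 2 h at 37 °C / Detection: p-Nitrophenol epi absorbance / Evaluation: % inhibition relative to enzyme-containing and enzyme-free wells / Repeats: singlicate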
mABHD4 FP: inhibits mouse alpha/beta hydrolase domain 4. purified mABHD4, FP-Rh probe fluorescence polarization. Q8VD66. 0.54% of 370,000 active. inhibition, % at 8.92 µM;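 active = inhibition exceeding the mean over every tested compound plus 3 SD, cut at about 30% in these data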;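 also: 0% = plate median of compound wells and 100% = S159A mutant with DMSO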
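Assay system: wild-type mouse ABHD4 protein; compound: single nominal dose of 8.92 µM, 0.89% DMSO final; schedule: 45 min + 60 min at 25 °C; measured by: FP readout, ex 525 nm / em 598 nm; evaluation: % inhibition of FP-Rh probe binding versus controls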
SIAE primary: inhibitors of human sialic acid acetylesterase SIAE; Q9HAT2; SIAE FP-Rh probe binding, fluorescence polarization; inhibition, % at 9.66 µM; 0.69% of 370,000 active; AID 1053197;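 active = inhibition above a cutoff: mean of compounds within the control limits plus 3 SD of those, cut at about 17% in these data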;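 also: 0% = plate median of compound wells and 100% = probe without SIAE protein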
Target sequence (Q9HAT2 whole entry, looked up): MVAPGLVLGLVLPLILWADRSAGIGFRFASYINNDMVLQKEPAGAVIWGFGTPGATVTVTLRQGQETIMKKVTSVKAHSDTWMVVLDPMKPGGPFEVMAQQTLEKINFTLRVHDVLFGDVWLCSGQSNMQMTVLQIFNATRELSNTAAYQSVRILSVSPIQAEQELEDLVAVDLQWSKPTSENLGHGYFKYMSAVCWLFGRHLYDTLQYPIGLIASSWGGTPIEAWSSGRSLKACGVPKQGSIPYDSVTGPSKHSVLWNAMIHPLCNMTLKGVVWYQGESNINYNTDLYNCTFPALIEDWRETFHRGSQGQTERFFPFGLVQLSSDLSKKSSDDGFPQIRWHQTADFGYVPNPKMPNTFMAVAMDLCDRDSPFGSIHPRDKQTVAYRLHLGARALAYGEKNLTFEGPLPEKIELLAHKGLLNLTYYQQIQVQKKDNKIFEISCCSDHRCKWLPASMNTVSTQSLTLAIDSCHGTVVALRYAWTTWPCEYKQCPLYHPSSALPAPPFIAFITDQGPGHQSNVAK
Tn7 DDE FP: inhibitors of Tn7 peptide binding to human fibrin DD(E); FP displacement of FITC-Tn7 peptide from fibrin DD(E); 0% = median of compound wells per plate; P02675; inhibition, % at 8.3 µM; 0.13% of 370,000 active;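 active = inhibition above the mean of compounds falling within the control limits plus 3 SD of them, cut at about 14% in these data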;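 also: 0% = plate median of compound wells and 100% = 10 µM Aha-Tn7 peptide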
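assay system = human clot-derived fibrin DD(E) complex | quantity = Fibrin-DD(E) at 2 µM final | timing = 10 min preincubation, 3 h with tracer, room temperature | signal = fluorescence polarization | measure = percent inhibition | benchmarks = high control wells with 10 µM unlabelled Aha-Tn7 peptide (full inhibition) | replicates = singlicate testing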
PRMT1 FP inh: PRMT1 (human) inhibition, primary screen | Q99873 | recombinant PRMT1, activity-based probe fluorescence polarization | inhibition, % at 2.79 µM | 1.3% of 370,000 active | AID 652257;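 active = inhibition above about 21% made by adding two undisclosed values, limit read from the data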
UHRF1 binding: blocks human UHRF1 binding to methylated DNA | Q96T88 | UHRF1 binding to methylated oligo, TR-FRET | inhibition, % at 4.4 µM | 0.75% of 370,000 active | AID 687016; in the data active = inhibition above about 21%;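 also: UHRF1 SRA domain binding a hemimethylated CpG hairpin DNA probe; 0% = median of test compound wells and 100% = reference inhibitor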
TCR-CD3 inh: inhibitors of human TCR-CD3 interaction; inhibition, % at 9.4 µM; TAMRA-labeled TCR probe fluorescence, biochemical; AID 651800; 0.37% of 360,000 active; in the data active = inhibition above about 19%;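 also: recombinant mutant TCR 2C K166C tagged with TAMRA read by polarization; 0% = receptor in buffer alone and 100% = receptor with positive control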
LEDGF integ inh: blocks HIV-1 LEDGF/p75-dependent DNA integration; inhibition, % at 3.7 µM; 0.64% of 370,000 active; AID 743269; TR-FRET IN-LEDGF/p75 DNA integration, Eu/Cy5;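 active = inhibition above the screen-wide mean plus 3 SD, cut at about 13% in these data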;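 also: signal is the Cy5 over europium emission ratio at 671 and 618 nm; 0% = plate median of compound wells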
PG9 Ab binder: binds the HIV-1 gp120 antibody PG9; TR-FRET gp120-PG9 antibody binding; inhibition, % at 6.7 µM; 0.43% of 360,000 active; in the data active = inhibition above about 8.5%
The depositor's hits bear a star; nt = not tested or not shown.

Results follow in this order: HTRA1 inh	TDP2 inh	mABHD4 FP	SIAE primary	Tn7 DDE FP	PRMT1 FP inh	UHRF1 binding	TCR-CD3 inh	LEDGF integ inh	PG9 Ab binder
> Cc1ccc(S(=O)(=O)N2[C@@H](CO)CO[C@H]2CC(=O)c2ccccc2)cc1
  nt	-11	0	-2	1	0	-3	5	1	0.3
> CC(C(Sc1ccccc1N)c1ccccc1)[N+](=O)[O-] (configuration not stated)
  -1	2	11	17*	-4	53*	-2	-4	5	-4.3
> Cn1cnnc1Sc1ccc(C(=O)OCC(=O)NC2CC2)cc1[N+](=O)[O-]
  8	13	2	-9	0	0	-3	0	-4	1.1
> COc1ccc(N(C)C(=O)CN(C)S(=O)(=O)c2ccc3c(c2)c(=O)n(C)c(=O)n3C)c(OC)c1
  5	11	-1	5	8	-5	0	11	-1	-1.4
> Cc1cccc(NC(=O)CNC(=O)[C@H]2O[C@@H](n3cnc4c(N)ncnc43)[C@H](O)[C@@H]2O)c1C
  nt	0	-5	-4	-5	0	-1	0	1	-0.4
> Cc1ccc([N+](=O)[O-])c(OCC(=O)OCC(=O)c2ccccc2)c1
  7	12	1	-5	0	1	-2	0	-2	-2.7
> COC(=O)[C@]1(C)N[C@H](CN(C)S(=O)(=O)c2ccc(C)cc2)[C@@H]2C(=O)N(Cc3ccccc3)C(=O)[C@@H]21
  1	2	4	4	0	5	1	-5	-5	-0.4
> CC(=O)OCCNc1cc(SC(C)C)c2nonc2c1[N+](=O)[O-]
  -2	-14	-2	-8	-9	-6	-3	0	2	-1.5
> COc1cc(Cl)ccc1OCc1cc(C(=O)N2CCC(N(C)C)C2)no1 (configuration not stated)
  -1	8	0	6	1	-5	-3	-5	1	1.2
> S=c1[nH]nc(-c2ccccc2Br)n1Cc1ccccc1
  8	-11	-2	5	-7	2	3	-3	-7	-2.6
> Cc1cccc(Nc2ccc3nonc3c2[N+](=O)[O-])c1C
  -2	11	-3	-4	-3	-1	0	3	3	-1.9
> CCN(CC)CCNC(=O)c1ccc(NC(=O)c2cc(-c3ccncc3)nc3ccccc23)cc1
  -1	8	2	-6	3	-5	-12	6	3	1.1
> CCN(CC)CCOc1ccccc1OC
  10	14	6	3	-1	1	0	7	2	-0.6
> O=C1c2cccc3cccc(c23)C(=O)N1c1cccc(O)c1
  2	11	-2	2	3	-5	-1	5	-1	-2.8
> CC(C)(C)NC(=O)COC(=O)c1ccccc1NC(=O)c1ccco1
  -21	-2	1	-5	-4	-2	2	0	4	0.0
> COc1ccccc1CNC(=O)N1CCN(S(=O)(=O)c2ccc(C)cc2)CC1
  -2	-9	-1	-3	1	-2	1	6	2	0.0
> COc1ccc(CN2CCC(CO)(Cc3ccccc3)CC2)cc1Cn1cccn1
  -7	6	6	4	2	-1	-1	4	-1	-0.1
> C[C@@H]1ON(C)[C@H]2C[C@H]3c4[nH]c5ccc(-c6ccc7c(c6)OCO7)cc5c4CCN3C[C@@H]12
  6	7	6	-1	1	2	-1	-2	3	-0.9
> Cc1ccc(NC(=O)CCn2cc(C(F)(F)F)ccc2=O)cc1
  nt	3	2	1	-5	0	1	2	1	-3.0
> C=CCN1C(=NC(=O)CCC)SC2CS(=O)(=O)CC21 (configuration not stated)
  2	-3	1	6	-5	-2	-3	7	-3	-0.4
> CC1CN(C(=O)N[C@@H](Cc2ccccc2)C(=O)O)CC(C)O1 (some centres not stated)
  8	3	0	15	-7	-2	-1	0	0	-0.1
> O=C1OC(CC(=O)N(Cc2nnc(-c3ccccc3Cl)o2)C2CC2)c2ccccc21 (configuration not stated)
  -2	-3	-1	-1	-1	5	2	-10	-6	0.5
> COc1ccc(N(Cc2ccccc2)S(=O)(=O)c2cc(C(=O)O)ccc2Cl)cc1
  -20	8	-3	-3	-3	0	0	3	6	0.4
> O=C(NC1CCCC1)c1ccc(CN2CCOCC2)cc1
  2	-5	-4	-1	5	2	3	-1	-1	0.2
> COc1cc(Cl)ccc1OCc1cc(C(=O)N2CCCCC2c2cccnc2)no1 (configuration not stated)
  3	7	-4	-2	-6	1	-2	5	4	-1.3
> CC(C)C[C@H]1CN([C@@H](Cc2ccc(O)cc2)CN2CCC[C@H]2CN2C(=O)C(=O)NC[C@@H]2Cc2ccccc2)C(=O)C(=O)N1CC1CCCCC1
  nt	5	7	2	-1	0	3	-8	3	-1.7
> CC(C)c1nnc(SCC(=O)NC2CCCC2)n1C
  11	0	-6	-10	4	4	0	3	1	-1.1
> Cc1ncn(C23CC4CC(CC(O)(C4)C2)C3)n1
  7	-11	4	2	-8	-2	-2	-3	-1	-0.5
> O=C(CSc1ccsc1[N+](=O)[O-])N1CCN(c2ccccn2)CC1
  -6	-2	9	-2	2	7	-6	8	-3	0.2
> O=C(CCNC(=O)Cn1ccc2ccccc2c1=O)NCCN1CCN(c2ccccc2F)CC1
  2	-5	-5	5	3	4	-1	-3	0	-0.1
> COc1ccccc1-n1c(C)cc(SC)c(C(C)=O)c1=S
  -4	13	3	-2	2	-2	0	0	-1	-1.6
> COC(=O)[C@]1(C)N[C@H](CN(C)C(=O)c2ccccc2)[C@@H]2C(=O)N(C)C(=O)[C@@H]21
  7	0	1	3	2	-4	-1	3	1	-1.7
> COc1ccc(CN(C)C(=O)c2cc(-c3ccc(C)cc3C)nc3ccccc23)c(OC)c1OC
  -30	-3	-8	-4	-2	-1	-2	3	2	-0.5
> O=C(Nc1ccc(S(=O)(=O)Nc2ncccn2)cc1)c1cccc([N+](=O)[O-])c1
  4	3	4	-1	-13	2	1	-5	-3	0.9
> COc1cccc(C(=O)N2CCN(Cc3nc(CC4CC4)no3)CC2)c1
  -1	3	4	2	5	4	2	-6	-2	2.7
> CCn1c(=O)n(CC)c2cc(N3CCCC3)c(NC(=O)c3ccc(OC)c(Br)c3)cc21
  -2	-12	3	3	-8	4	3	-1	1	-3.0
> CCCC(N)CCCCCC(=O)O (configuration not stated)
  4	-9	-1	1	-3	2	-1	-7	1	2.1
> COC(=O)[C@]12C[C@H](CC(=O)N3CCCCC3)C(=O)N(CCc3ccc(OC)c(OC)c3)C1=C[C@H](COCc1ccccc1)O[C@@H]2C
  nt	-8	-1	1	1	0	-2	nt	0	nt
> O=C(O)CCCn1nc(-c2ccccc2)c2ccccc21
  -2	1	-1	5	1	5	2	-4	1	1.6
> CN1CCN(NC(=O)c2ccc(COc3ccccc3Br)o2)CC1
  7	-10	-6	2	4	-2	-1	-5	5	-5.1
> CC(OC(=O)c1cc(-c2cccnc2)nc2ccccc12)C(=O)Nc1ccc2ccccc2c1 (configuration not stated)
  -40	-10	-9	-6	7	1	-2	3	-3	-0.7
> CCOc1ccc(-n2c(=O)c3c(C)c(C(=O)N(C)C)sc3n(CC(=O)Nc3ccccc3F)c2=O)cc1
  1	2	-5	-3	-3	-3	1	6	-1	1.9
> COC(=O)C[C@H]1CC[C@H](NC(=O)Nc2ccccc2F)[C@@H](CO)O1
  nt	7	11	6	-6	1	-2	-3	-1	0.6
> O=C(NNC(=O)c1ccccc1Cl)c1ccco1
  -2	5	-1	0	5	-1	0	-2	-1	-0.1
> Cc1cccc(OCC(=O)NCCCNC(=O)c2cnccn2)c1
  1	3	-2	5	2	-2	-2	5	3	-1.5
> O=C(CSCc1ccccc1Br)N/N=C/c1ccc2c(c1)OCO2
  -24	-1	-4	-3	4	-4	-4	0	-2	-0.2
> COCCCNC(=O)CCCC(=O)NCCCOC
  11	0	5	-6	6	-1	0	2	0	0.5
> COc1ccc(/C=C(/NC(=O)c2cccs2)C(=O)NCc2ccco2)cc1OC
  -2	5	-1	0	4	0	-1	6	6	-0.9
> Cc1cc(C)n2c(Nc3ccc4c(c3)OCCO4)c(-c3ccc(F)cc3)nc2n1
  nt	-7	2	1	-7	4	2	-1	-4	-0.7
> CC(C)(C)NC(=O)C1(C)CCC(=O)N1CCCn1ccnc1 (configuration not stated)
  nt	0	-4	-1	0	3	0	-6	-5	-2.4
> CCc1ccc(CNC(=O)c2ccc(OC)c(OC3CCN(C(C)C)CC3)c2)nc1
  9	-1	-3	6	-6	-5	1	-8	-2	0.5
> COC(=O)c1cn(S(=O)(=O)c2ccccc2)c2ccccc12
  -26	-12	-7	3	-6	-3	3	-8	1	0.3
> O=C(O)CN1C(=O)/C(=C\c2cccc(OC(=O)c3ccco3)c2)SC1=S
  2	12	3	-6	0	-2	1	3	4	-0.7
> O=C(CCNC(=O)c1ccccc1)Nc1ccc(F)c(Cl)c1
  -2	0	-3	0	2	-2	2	-14	0	0.9
> Oc1c(C(c2ccccc2)N2CCCCC2)ccc2ccccc12 (configuration not stated)
  1	-2	1	7	10	10	-1	3	-1	-0.8
> CCCNCC1C(Oc2ccc(Cl)cc2)C(=O)N1c1ccccc1C (configuration not stated)
  -3	0	5	-5	0	2	2	-3	-3	-0.2
> Fc1cccc(Cl)c1CNn1cn[nH]c1=S
  1	-2	2	6	2	-1	1	4	-4	-1.3
> CCN(C(=O)CSc1nncs1)c1c(N)n(Cc2ccccc2)c(=O)[nH]c1=O
  -4	10	4	-1	0	0	-1	5	-1	0.8
> Cc1[nH]c2ccc(C(=O)N3CCN(c4cccc(Cl)c4)CC3)cc2c1C
  -28	2	-1	5	7	4	0	0	5	-1.2
> O=C(c1ccco1)N(Cc1cc2ccccc2[nH]c1=O)CC1CCCO1 (configuration not stated)
  -1	-3	7	1	-3	-4	-1	6	1	0.9

Part of the list above, with tabs:
compound	HTRA1 inh	TDP2 inh	mABHD4 FP	SIAE primary	Tn7 DDE FP	PRMT1 FP inh	UHRF1 binding	TCR-CD3 inh	LEDGF integ inh	PG9 Ab binder
O=C(O)CN1C(=O)/C(=C\c2cccc(OC(=O)c3ccco3)c2)SC1=S	2	12	3	-6	0	-2	1	3	4	-0.7
COC(=O)[C@]1(C)N[C@H](CN(C)C(=O)c2ccccc2)[C@@H]2C(=O)N(C)C(=O)[C@@H]21	7	0	1	3	2	-4	-1	3	1	-1.7

(continued)
Results follow in this order: HTRA1 inh	TDP2 inh	mABHD4 FP	SIAE primary	Tn7 DDE FP	PRMT1 FP inh	UHRF1 binding	TCR-CD3 inh	LEDGF integ inh	PG9 Ab binder
> COc1cc(C)nc(Nc2nc(C)c(C(C)=O)s2)n1
  -5	2	3	-3	5	1	4	-3	-2	1.8
> Cc1cccc(C#CC2=CC(=O)CC(C)(C)C2)c1
  -11	2	3	-2	6	5	3	1	0	0.4
> COc1ccc(S(=O)(=O)N2CCN(c3ncccn3)CC2)cc1OC
  -1	-10	0	-12	7	4	-1	3	-3	-2.1
> O=C(Cc1ccc(Cl)cc1)Nc1ccc(NC(=O)c2cccs2)cc1
  -2	-9	2	-3	4	-3	1	-1	-3	-0.8
> O=C(NNC1CC(=O)N(c2ccc(Br)cc2)C1=O)c1cccnc1 (configuration not stated)
  -1	7	1	9	-1	0	-3	-1	3	-0.6
